Bioassay records: PubChem BioAssay, several laboratories
Cardio protect: cardioprotection against H2O2-induced cell death, primary screen, uHTS, H9c2 cells, ATPLite luminescence; AID 588492, 2011; H9c2 cardiomyocytes, H2O2 injury protection, 2 h; 360,000 tested, 0.63% active; protection from H2O2 cell death, % at 20 µM;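 active = compounds giving at least 50% protection of heart cells from peroxide-induced death in the single-dose screen, raw or plate-pattern-corrected value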;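 note: 0% = DMSO wells with peroxide and 100% = DMSO wells without peroxide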
CaV13 ICDI inh: Primary screen for inhibitors of IQ motif and Ca2+-dependent inactivation inhibitor domain binding in CACNA1D, Förster resonance energy transfer in living cells, … | inhibition, % at 12.3 µM | 340,000 tested, 0.098% active | HEK cells, CFP/YFP FRET ICDI-IQ, plate reader, 10 min; percent FRET-ratio fall versus neutral wells;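 active = mean replicate inhibition of at least 30% and at least 1% of replicates passing that level; inconclusive = only one of the two criteria is met; inactive = neither criterion is met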;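 note: 0% = median of the neutral control wells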
N-glyco inh: increase of ERlucT glycosylation luciferase signal, primary screen, N-linked glycosylation inhibitor project, D54 ERlucT cells, luminescence, set 2. D54 ERlucT glycosylation luciferase reporter, 24 h; percent of 100 nM tunicamycin response. reporter increase, % at 12.5 µM. 360,000 tested, 0.23% active. AID 588692, 2011;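 active = mean luciferase reporter signal, scaled so untreated is 0 and the glycosylation-blocking control 100, at or above a set limit in every replicate; inconclusive = mean reaches the limit but not every replicate does; inactive = mean below the limit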;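 note: luciferase carries N-glycosylation sites so blocking glycosylation raises the light; 0% = median of neutral control wells and 100% = median of 100 nM tunicamycin wells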
hiPSC survival: enhancers of single-cell hiPSC survival, primary screen, ATPlite luminescence; 100% = ROCK inhibitor wells, 0% = DMSO; survival enhancement, % at 20 µM; 360,000 tested, 0.044% active; AID 602274, 2012; in the data active = survival enhancement above about 18%;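 note: cells exposed to compounds for 16 hours before the ATP read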
Exocytosis inh: LAMP-1 surface exposure blockers, TALL-104 cells – cell-based, flow cytometry, MLPCN library, primary screen; TALL-104 LAMP-1 surface exposure; cells stimulated with thapsigargin and PMA; inhibition, % at 10 µM; 360,000 tested, 0.66% active; AID 651702, 2012;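 active = inhibition above about 55%, limit read from the data; inconclusive = no clear call, values can overlap the other calls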
Vif inh: HIV Vif self-association inhibitors, primary screen, imaging, HEK293T, single point; HEK293T cells, Vif self-association by quenched fluorescence, 24 h; inhibition, % at 7.49 µM; 340,000 tested, 0.35% active; in the data active = inhibition above about 50%, passing the limit was not always enough; inconclusive = no clear call, values can overlap the other calls; inactive = below about 31%; note: some results filed as inactive read as strong as hits
PDI turbidity: inhibitors of human PDI, primary screen, biochemical, turbidity, single point, plate reader | 350,000 tested, 0.052% active | inhibition, % at 10 µM | PDI insulin aggregation turbidity, A650, 90 min | Protein disulfide-isomerase (Homo sapiens), P07237;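 active = mean inhibition across replicates of 30% or more, whatever share of single replicates reach that level; inconclusive = mean inhibition below 30% while every single replicate reaches 30%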;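 note: absorbance from insulin aggregation driven by PDI reduction with DTT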
Target sequence (P07237 whole entry, looked up): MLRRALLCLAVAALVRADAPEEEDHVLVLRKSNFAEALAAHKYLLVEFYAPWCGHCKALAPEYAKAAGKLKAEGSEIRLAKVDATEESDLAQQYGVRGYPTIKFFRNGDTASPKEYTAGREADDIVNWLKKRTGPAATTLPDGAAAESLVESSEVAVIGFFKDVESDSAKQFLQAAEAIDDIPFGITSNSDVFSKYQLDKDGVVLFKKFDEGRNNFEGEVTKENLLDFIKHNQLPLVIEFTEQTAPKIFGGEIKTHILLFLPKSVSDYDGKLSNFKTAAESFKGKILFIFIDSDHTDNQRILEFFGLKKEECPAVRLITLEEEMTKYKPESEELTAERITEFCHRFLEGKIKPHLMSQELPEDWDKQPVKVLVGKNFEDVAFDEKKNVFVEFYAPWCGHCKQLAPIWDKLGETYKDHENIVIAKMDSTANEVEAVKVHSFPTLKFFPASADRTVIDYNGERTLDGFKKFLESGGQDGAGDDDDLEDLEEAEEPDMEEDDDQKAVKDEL
m5-HT2A agonist: mouse Htr2a agonists via beta-arrestin recruitment, primary screen, cell-based, luminescence; 360,000 tested, 0.66% active; AID 624169, 2012; CHO-K1 mHTR2A beta-arrestin complementation; percent of 30 µM serotonin response; 5-hydroxytryptamine receptor 2A (Mus musculus), P35363; activation, % at 7.6 µM;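 active = activation above a run cutoff, the mean activation of all tested compounds plus 3 SD, cut at about 14% in these data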;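 note: 0% = plate median of compound wells and 100% = 30 µM serotonin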
Target sequence (P35363 whole entry, looked up): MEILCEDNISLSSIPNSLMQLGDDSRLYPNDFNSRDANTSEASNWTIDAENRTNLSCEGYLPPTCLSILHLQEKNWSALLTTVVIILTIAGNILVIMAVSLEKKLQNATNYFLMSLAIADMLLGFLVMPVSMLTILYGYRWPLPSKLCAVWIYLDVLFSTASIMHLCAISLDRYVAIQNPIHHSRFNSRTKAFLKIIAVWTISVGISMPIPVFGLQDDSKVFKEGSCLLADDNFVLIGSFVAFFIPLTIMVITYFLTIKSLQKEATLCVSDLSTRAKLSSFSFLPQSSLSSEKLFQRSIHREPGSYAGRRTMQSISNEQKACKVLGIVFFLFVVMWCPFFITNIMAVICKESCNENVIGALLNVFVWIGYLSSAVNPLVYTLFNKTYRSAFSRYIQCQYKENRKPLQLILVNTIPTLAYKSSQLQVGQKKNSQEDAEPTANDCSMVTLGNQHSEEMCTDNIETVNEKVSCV
aDG glyco act: activators of alpha-DG glycosylation, primary screen, uHTS, Pro5-aDG cells, AlphaScreen; alpha-DG glycosylation AlphaScreen (IIH6); 0% Pro5, 100% B10-LARGE cell signal; 360,000 tested, 0.22% active; activation, % at 10 µM;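 active = activation of at least 8% versus controls, or a plate z-score of at least 8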;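 note: Pro5 are CHO cells carrying HIG-tagged alpha-DG that lacks glycosylation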
ABCB6 inh 2: ABCB6 transporter inhibitors, primary screen, K562-ABCB6 cells, flow cytometry, MLPCN library; ATP-binding cassette sub-family B member 6 (Homo sapiens), Q9NP58; K562-ABCB6 porphyrin accumulation, 1 h; hits give low values; fluorescence ratio to DMSO, % at 10 µM; 360,000 tested, 0.19% active; AID 602162, 2011;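 active = fluorescence ratio to DMSO below 75%, the collection mean minus 3 SD; inconclusive = too few cells collected in the well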;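 note: signal is porphyrin accumulated inside mitochondria; 100% equals median channel fluorescence of DMSO control wells; lower ratio means ABCB6 inhibition with less porphyrin fluorescence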
* marks the source's active call; other numbers are inactive results; ? = inconclusive; . = no result given. Compounds were not picked by outcome, and some 3.1% of all compounds hit somewhere here.

SMILES | Cardio protect | CaV13 ICDI inh | N-glyco inh | hiPSC survival | Exocytosis inh | Vif inh | PDI turbidity | m5-HT2A agonist | aDG glyco act | ABCB6 inh 2
O=C(NCc1cccs1)C1CC(c2ccccc2O)=NO1 (stereo not given) | -1 | -7 | 3 | -0.2 | -2 | . | 6 | -4 | -0.1 | 102
Cc1ccc(C(=O)Nc2cccc(C(=O)O)c2)cc1S(=O)(=O)N1CCOCC1 | -1 | -9 | 0 | -0.3 | 15 | . | -6 | -1 | -0.2 | 101
CC(CC(=O)N1CCN(c2ccccc2)CC1)S(=O)(=O)c1ccc2c(c1)NC(=O)CO2 (stereo not given) | -6 | -7 | -1 | -0.3 | 1 | -5 | -4 | 7 | 0.0 | 95
CCCN(C(=O)Cc1nc(N)n[nH]1)C1(C(=O)Nc2c(C)cccc2C)CCCCC1 | -2 | -3 | 1 | 2.9 | 1 | -8 | 4 | -4 | 0.0 | 106
O=C(Cc1n[nH]c(=O)[nH]c1=O)N/N=C/CCc1ccccc1 | 2 | -3 | 1 | 1.1 | 0 | -3 | 3 | 4 | 0.0 | 91
CCn1c(CSc2nncn2-c2ccc(OC)cc2)nc2cc(S(=O)(=O)N(C)C)ccc21 | 7 | . | 0 | 2.3 | -3 | -2 | -2 | -6 | 0.2 | 99
Cc1cc(NC(=O)Nc2ccc(Cl)cc2)no1 | -5 | -21 | 1 | 0.7 | -14 | 1 | 11 | -1 | 0.0 | 97
O=C(Nc1ccccc1N1CCOCC1)c1cc2ccccc2o1 | 1 | -3 | 6 | 0.7 | 10 | -6 | 15 | 7 | -0.2 | 96
CCN(CC)S(=O)(=O)c1ccc(NC(=O)CN(c2cccc(F)c2)S(C)(=O)=O)cc1 | 0 | -4 | -3 | 3.9 | -6 | 2 | 9 | -6 | -0.2 | 95
CCc1ccc2oc(=O)cc(CN3CCN(CCO)CC3)c2c1 | 4 | -5 | 0 | -2.4 | -6 | -3 | -1 | -8 | -0.4 | 98
COc1ccc2oc(C(=O)N(CC(C)C)C3CCS(=O)(=O)C3)c(C)c2c1 (stereo not given) | 3 | -5 | 2 | 0.2 | 0 | 0 | 3 | 7 | 0.1 | 93
CCOC(=O)C1=C(COC(=O)/C=C/c2ccccc2F)NC(=O)NC1C (stereo not given) | 23 | -6 | -2 | -0.3 | 0 | 4 | -15 | 4 | 0.7 | 96
CCC(=O)Nc1ccc(Cl)c(NC(=S)NC(C)=O)c1 | -2 | -4 | 0 | -2.2 | -2 | 2 | 8 | 0 | 0.0 | 91
Cc1ccc(C)c(N2CCN(CCN3CCCCC3)CC2)c1 | 7 | -13 | 0 | -0.5 | 10 | 2 | 3 | -3 | 0.2 | 97
COc1cc(-c2nnc(COc3ccc(Cl)cc3C)o2)cc(OC)c1OC | -12 | -2 | 0 | -1.4 | -1 | ? | 4 | -6 | 6.8* | 95
CCOC(=O)C1CCN(S(=O)(=O)c2cccc(C(=O)Nc3ccccc3)c2)CC1 | -5 | -6 | 1 | 0.2 | 7 | -6 | -16 | 0 | -0.1 | 100
O=C(NC(=S)NCc1cccnc1)c1ccc([N+](=O)[O-])cc1 | 1 | 1 | -1 | -1.5 | -1 | -11 | -20 | 6 | 1.9 | 102
Cc1ccc2nc(-c3ccc(NC(=O)COC(=O)c4ccc(Br)o4)cc3)sc2c1 | -15 | -6 | -18 | -3.7 | -2 | 2 | -1 | -2 | -0.1 | 95
c1ccc2c(Cn3nnc4ccccc43)cccc2c1 | -7 | . | -1 | 2.7 | -2 | . | -8 | 0 | 0.3 | 94
COc1ccc(N2C3=[N+](CC2(C)O)c2ccccc2CC3)cc1 (stereo not given) | 6 | -8 | 4 | -2.0 | -5 | 0 | 0 | -2 | 0.0 | 96
O=[N+]([O-])c1cc(S(=O)(=O)N2CCCC2)ccc1NCCc1ccccc1 | -9 | -5 | 0 | 1.5 | -2 | -1 | 11 | 4 | -0.3 | 95
CCCN1Cc2cccc(C(=O)Nc3ccc(-c4nc5ccccc5[nH]4)cc3)c2C1=O | 7 | -8 | -7 | 1.7 | 44 | 0 | -1 | 11 | 0.5 | 97
COc1ccc(S(=O)(=O)N2CCC(C(=O)Nc3ccc4c(c3)OCCO4)CC2)cc1OC | 2 | -6 | 2 | 0.5 | -3 | -3 | -15 | 1 | -0.1 | 75
COc1cc(NC(=S)Nc2ccccn2)cc(OC)c1 | -9 | -5 | 2 | -1.3 | -8 | -32 | 3 | 0 | 0.1 | 87
Cc1cc(C)nc(NS(=O)(=O)c2ccc(N3C(=O)C4CCCCC4C3=O)cc2)n1 (stereo not given) | 0 | -7 | 1 | 0.2 | -5 | -12 | 8 | 1 | 0.0 | 102
New compounds follow
SMILES | Cardio protect | CaV13 ICDI inh | N-glyco inh | hiPSC survival | Exocytosis inh | Vif inh | PDI turbidity | m5-HT2A agonist | aDG glyco act | ABCB6 inh 2
O=C(COC(=O)[C@@H]1CCCN1S(=O)(=O)c1ccc(Cl)cc1)NC12CC3CC(CC(C3)C1)C2 | -5 | -18 | 0 | 2.7 | -3 | 2 | 3 | 2 | 0.0 | 99
CCOC(=O)CCCNC(=O)CN1C(=O)NC2(CCCCCC2)C1=O | 0 | -8 | 1 | 3.3 | 1 | 32 | -4 | 4 | 0.3 | 99
CCN(CC(=O)Nc1ccc(NC(C)=O)cc1)C(=O)C1(c2ccccc2)CC1 | 11 | -5 | 1 | 0.4 | 1 | 2 | 1 | -4 | 0.2 | 91
CC1CC(C)(C)NC(=S)S1 (stereo not given) | -1 | -2 | 0 | -2.0 | -3 | 34 | -8 | 4 | -0.1 | 99
CCCCOC(=O)c1cccc(NC(=O)CCC(=O)O)c1 | 2 | -5 | 2 | -0.8 | -2 | 4 | -3 | 2 | -0.3 | 101
Cc1occc1C(=O)N1CCCC(CCC(=O)NCc2ccc(F)c(F)c2)C1 (stereo not given) | 4 | -6 | -2 | -0.4 | 11 | 5 | -5 | -1 | -0.1 | 98
O=C(Nc1ccc2c(c1)OCO2)c1n[nH]c(=O)c2ccccc12 | 23 | -4 | -3 | -0.3 | -3 | -6 | -1 | 3 | -0.3 | 94
COCCNC(=O)c1cc(-c2ccncc2)nc2ccc(S(=O)(=O)N3CCOCC3)cc12 | 5 | -4 | 2 | 1.4 | -2 | 7 | -9 | -4 | -0.1 | 103
CCNC(=S)Nc1ccc2c(c1)c(=O)n(C)n2Cc1cccc(C(F)(F)F)c1 | -7 | -10 | -2 | -1.7 | 24 | 4 | -18 | 1 | 0.3 | 97
COc1ccc(NC(=O)c2ccc(S(=O)(=O)NCc3cccnc3)cc2)cc1 | -9 | -3 | -3 | 0.0 | -1 | 27 | 5 | -3 | 0.1 | 97
O=C(NC(=S)NNC(=O)c1ccccc1[N+](=O)[O-])c1ccccc1 | 10 | -6 | 2 | -0.5 | -2 | -23 | 5 | 4 | 0.0 | 110
Cc1onc(-c2ccccc2)c1C(=O)NCC1CCN(C(=O)c2c(-c3ccccc3)noc2C)CC1 | -2 | -3 | 0 | -1.0 | -2 | -1 | 3 | 6 | -0.1 | 101
CCCCC1(C(=O)OC)NC(c2ccc(O)cc2)C2C(=O)N(c3ccccc3)C(=O)C21 (stereo not given) | 6 | -19 | 1 | -0.4 | -11 | 15 | 1 | 1 | 0.0 | 101
COCCNC(=O)C1(C)CCCN(Cc2noc(-c3ccccc3OC)n2)C1 (stereo not given) | 12 | -4 | 0 | -0.3 | -2 | -9 | 1 | 7 | -0.1 | 98
O=C(c1ccc(NC2=NC3CS(=O)(=O)CC3S2)cc1)N(CCO)Cc1ccccc1 (stereo not given) | -1 | -7 | 0 | -0.1 | -4 | -3 | 2 | 3 | 2.6 | 94
Cc1ccc(/C=N/NC(=O)c2ccoc2C)o1 | 3 | -6 | 1 | -0.9 | -2 | -1 | 6 | -2 | -0.1 | 96
Cc1ccc([C@@]2(OC(=O)c3ccccc3)C(=O)N(C(=O)OC(C)(C)C)c3ccccc32)cc1 | . | -5 | . | -0.8 | -6 | . | . | -3 | -0.2 | 94
CN(CC(=O)Nc1cccc(F)c1)CC(=O)Nc1ccc(Cl)cc1[N+](=O)[O-] | -4 | -7 | 1 | 0.2 | -3 | -2 | 6 | 2 | -0.1 | 96
O=C(COC(=O)C1COc2ccccc2O1)NC1CCS(=O)(=O)C1 (stereo not given) | 8 | . | 2 | 0.8 | 0 | 26 | -4 | -2 | -0.2 | 91
O=C(Nc1ccc(S(=O)(=O)Nc2ncccn2)cc1)c1ccco1 | 2 | . | 3 | -3.9 | 0 | -1 | 1 | 4 | 0.0 | 100
O=C(c1ccco1)N1CCN(CC(O)Cn2c3ccccc3c3ccccc32)CC1 (stereo not given) | 7 | -6 | -2 | -3.2 | -1 | 2 | 5 | -2 | 1.4 | 86
Cc1nc(SCC(=O)NCc2ccco2)c2oc3ccccc3c2n1 | 14 | . | -2 | -2.9 | 4 | 6 | -11 | 3 | 0.1 | 92
Cc1ccc(NS(=O)(=O)c2ccc(-c3ccc(=O)[nH]n3)o2)cc1 | 1 | -3 | 1 | -0.6 | 0 | -9 | 1 | -7 | -0.2 | 102
CN(C)C(CNC(=O)CSc1nc2sc3c(c2c(=O)n1C)CCCC3)c1ccccc1 (stereo not given) | 8 | -6 | 33* | -0.1 | 4 | -2 | 0 | -3 | 0.1 | 104
O=C(NCC1CCCO1)c1ccc(CS(=O)(=O)c2ccc(Cl)cc2)o1 (stereo not given) | 4 | -5 | -1 | 0.3 | -1 | 1 | -5 | -8 | -0.4 | 94
CCN1CCN(CCCN(Cc2ccco2)C(=S)Nc2ccccc2Cl)CC1 | 21 | 4 | 0 | -0.6 | -5 | -2 | 1 | -7 | 0.5 | 103
CCOc1ccccc1NC(=O)CNS(=O)(=O)c1ccc2nc(C)sc2c1 | -3 | -1 | -1 | -0.4 | 10 | -4 | -5 | 2 | -0.5 | 101
COCCN(CCOC)Cc1cc(=O)oc2cc(C)ccc12 | 0 | -6 | 2 | -0.4 | 0 | . | . | 5 | 0.0 | 96
O=C(COc1ccc2c(-c3ccccc3)cc(=O)oc2c1)Nc1ccc(CCO)cc1 | -12 | -7 | -2 | -0.2 | -2 | 0 | 5 | 11 | 1.3 | 101
CNC(=O)c1[nH]cnc1C(=O)N[C@@H](CC(C)C)C(=O)OC(C)(C)C | -3 | -6 | 2 | -1.6 | -1 | -6 | -1 | -2 | 0.0 | 97
